HSF1 activator = HSF-1 activators, primary screen, NIH3T3-HGL cells, MG132 stress, luminescence, single point. NIH3T3-HGL HSF-1 luciferase reporter, 8 h; 100% = twice DMSO control signal. activation, % at 9 µM. actives 1.7% (n = 300,000);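 active means mean replicate activation of at least 50% with a set share of replicates each reaching 50%; inconclusive means only one of those two conditions met; inactive means mean below 50% and too few replicates reaching it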;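 further: 0% = median of the neutral control wells and 100% = twice that signal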
HSF1 inhib = HSF1 inhibitors in luciferase reporter cells, primary screen, cell-based, NIH3T3, luminescence | NIH3T3-HGL HSE-luciferase, MG132-induced, luminescence 8 h; stronger effect = lower value | activity change, negative = inhibition, % at 7.5 µM (by protocol) | actives 0.77% (n = 300,000);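 active means more than half of replicate wells show activity change below -50%, luminescence cut by over half; inconclusive means some wells, but at most half, below -50%; inactive means no replicate well below -50%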;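 further: luciferase reports HSF-1 transcriptional activity via heat shock element; 0% = median of DMSO wells and -100% = zero luminescence signal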
IEC-6 tox = cytotoxicity in IEC-6 intestinal epithelial cells, primary screen, cytotoxicity control for KLF5 inhibitor project, cell-based, luminescence; IEC-6 cytotoxicity, luminescence viability; inhibition, % at 5 µM; actives 0.78% (n = 290,000); AID 1825, 2009; in the data active means inhibition above about 22%;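 further: 0% = plate median of test compound wells and 100% = cytotoxic reference compound wells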
AI-2 QS modul = Vibrio harveyi AI-2 quorum sensing modulators, primary screen, JMH597 strain, luminescence/OD600 ratio. Vibrio harveyi JMH597 AI-2 luminescence/OD600 ratio, 9 h; stronger effect = lower value; strain lacks LuxN and CqsS sensors; 0 = neutral-control median. activity change, % at 7.5 µM. actives 0.4% (n = 300,000); in the data active means activity change below about -75%, passing the limit was not always enough; inconclusive means no clear call, values can overlap the other calls;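 further: luminescence divided by OD600 gain over 9 h not by final OD600 alone; inactives centre near 13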
HDAC3 inh = HDAC3 deacetylase inhibitors, primary screen, biochemical, fluorescence, cell-free homogeneous | Histone deacetylase 3 (Homo sapiens), O15379 | recombinant HDAC3, fluorogenic peptide/trypsin coupled | inhibition, % at 8.3 µM | actives 0.15% (n = 320,000) | AID 2718, 2010; in the data active means inhibition above about 26%, passing the limit was not always enough; inconclusive means no clear call, values can overlap the other calls
Target sequence (O15379 whole entry, looked up): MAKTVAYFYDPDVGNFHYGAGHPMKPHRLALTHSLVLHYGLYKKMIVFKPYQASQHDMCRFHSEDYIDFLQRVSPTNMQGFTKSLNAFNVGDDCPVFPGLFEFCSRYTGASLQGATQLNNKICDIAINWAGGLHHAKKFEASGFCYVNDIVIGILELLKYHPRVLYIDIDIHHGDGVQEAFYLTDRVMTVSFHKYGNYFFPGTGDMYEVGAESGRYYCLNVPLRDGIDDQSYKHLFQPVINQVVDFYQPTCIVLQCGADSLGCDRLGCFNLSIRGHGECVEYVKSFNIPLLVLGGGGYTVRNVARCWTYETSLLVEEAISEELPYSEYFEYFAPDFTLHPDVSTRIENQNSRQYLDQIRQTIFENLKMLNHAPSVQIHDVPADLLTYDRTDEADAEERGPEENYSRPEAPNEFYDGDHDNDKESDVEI
aSyn UTR inh = MLPCN primary screen, SNCA 5' untranslated region; alpha-synuclein 5'UTR reporter, inhibitor activity; inhibition, % (tested at 7.5 µM); actives 0.82% (n = 300,000); AID 1813, 2009; in the data active means inhibition above about 60%; inconclusive means no clear call, values can overlap the other calls;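 further: H4 neuroglioblastoma cells stably carrying SNCA 5'UTR luciferase fusion; 0% = DMSO wells and 100% = positive control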
HIF act = HIF pathway transcriptional activators, primary screen, cell-based, U2OS HRE-luciferase, luminescence. U2OS HRE-luciferase reporter; normalized: DMSO 0%, desferrioxamine 100%. activation, % at 7.5 µM (by protocol). actives 0.32% (n = 300,000). AID 1910, 2009;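 active means mean activation of at least 10% of the iron chelator positive control signal, with at least half of replicates also reaching 10%; inconclusive means mean and replicate majority disagree about reaching 10%; inactive means mean and most replicates under 10%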
Platelet DG rel = inhibitors of platelet dense granule secretion, primary screen, cell-based, MLPCN, human platelets. human platelet-rich plasma, SFLLRN dense granule ATP release, luminescence. inhibition, %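 (compounds screened at 7.5 µM in platelet-rich plasma)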. actives 0.22% (n = 300,000);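 active means mean replicate score, as percent of positive control, at or above 50; inconclusive means mean below 50 but at least one replicate at or above 50; inactive means mean and every replicate below 50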
HSP90 refold inh = HSP90 inhibitors, primary screen, cell lysate, luminescence | inhibition, % at 5.6 µM | actives 0.91% (n = 290,000) | Rabbit reticulocyte lysate, luciferase refolding luminescence, 3 h | Heat shock protein HSP 90 (rabbit reticulocyte lysate; luciferase refolding);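 active means inhibition above the screen-wide mean plus 3 SD, computed separately per campaign, cut at about 16% in these data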;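 further: 0% = DMSO wells and 100% = 60 µM geldanamycin wells; inhibitors lower the luminescence because luciferase stays unfolded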
KLF5 inh = KLF5 expression inhibitors, primary screen, DLD-1 cells, luminescence; inhibition, % at 5 µM; AID 1700, 2009; actives 0.23% (n = 290,000); DLD-1 KLF5 promoter-luciferase reporter;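 active means inhibition above a per-plate limit of that plate's mean compound inhibition plus 3 SD, cut at about 60% in these data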;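 further: 0% = DMSO wells and 100% = LY294002 at 200 µM; higher means less KLF5 promoter-driven luciferase light; inactives centre near -14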
* marks the source's active call; other numbers are inactive results; ? = inconclusive; nt = no result given. Not a hit list. About 5% of those tested had a hit in this group.

SMILES	HSF1 activator	HSF1 inhib	IEC-6 tox	AI-2 QS modul	HDAC3 inh	aSyn UTR inh	HIF act	Platelet DG rel	HSP90 refold inh	KLF5 inh
CCOC(=O)C1CCN(C(=O)C2(NC(=O)Nc3ccc(F)cc3F)CCCCC2)CC1	17	-7	-6	nt	4	18	-0.9	-1	-2	10
Cc1ccc(-n2c(SCC(=O)N3CCCC3)nc3c(c2=O)SCC3)cc1	-7	-3	0	5	0	6	-0.3	6	1	-7
COc1ccc(-c2csc(NC(=S)NC(=O)/C=C/c3ccco3)n2)cc1Br	22	12	-4	1	1	91*	0.5	7	5	-6
COc1ccc(CCN2C(=O)C(C)=C(C)C2=O)cc1OC	-29	-17	-2	16	1	-14	-0.3	-3	-3	-15
CN(C)S(=O)(=O)Nc1ccc(Oc2ccccc2)cc1	-9	-7	2	-93*	0	-15	0.1	-4	-2	-9
Cc1c(Cl)cccc1NS(=O)(=O)c1ccc(-c2ccc(=O)[nH]n2)o1	0	-14	-1	13	10	5	-0.3	-17	-5	-7
O=C(Nc1cc(Cl)ccc1N1CCOCC1)c1ccc(Br)o1	-6	-2	0	11	-2	5	0.1	1	-5	-3
CCOCCCN1CN(Cc2ccco2)CNC1=S	4	1	3	52	10	0	0.7	1	3	1
CN1C(=O)NC2C1N(S(C)(=O)=O)CCN2S(C)(=O)=O (centres undefined)	-7	4	0	11	-9	16	0.1	-1	1	-7
COCCCNC(=O)c1ccc(CS(=O)(=O)c2ccccc2C)o1	6	-2	-6	5	-1	17	0.1	-4	13	-24
CS/C(N)=N/C(=S)Nc1cccc(Cl)c1	38	32	4	42	9	-143	2.2	-13	-3	-18
COc1ccc(C2CC(c3ccccc3)=NN2C(=O)CSc2nnnn2-c2cccc(C)c2)cc1 (centres undefined)	24	14	nt	0	2	16	-0.5	11	nt	nt
O=[N+]([O-])c1cccc(S(=O)(=O)Nc2ccc(S(=O)(=O)Nc3nccs3)cc2)c1	-9	-4	-4	19	-5	7	-0.4	-9	-4	-6
COc1ccc(C)cc1S(=O)(=O)N(C)CC(=O)N1CCC(C(N)=O)CC1	-4	-5	-4	45	2	-14	0.8	11	0	11
Cc1nc2scc(C)n2c(=O)c1S(=O)(=O)Nc1ccc(OC(F)(F)F)cc1	11	10	8	40	9	-22	0.2	0	-1	-1
Cc1ccc(NC(=S)N2CCOCC2)cc1	16	5	11	22	-5	-39	-0.2	-6	-7	-28
CCN(CC)CCCNC(=O)c1cn(C)c2ccc(S(=O)(=O)N(C)C)cc2c1=O	11	5	1	24	3	8	0.0	22	-2	-4
O=C(c1[nH]ncc1[N+](=O)[O-])N1CCOCC1	-4	-1	6	4	-6	2	0.0	3	2	-49
O=C(NCc1cccc(Cl)c1)c1ccco1	7	-4	0	14	2	32	-0.4	9	1	5
COc1ccc(C(=O)c2ccc(N(C)C)cc2)c2ccccc12	-26	-21	78*	36	3	74*	0.3	0	0	60
COc1ccc(CCn2c(SCC(=O)Nc3cc(C)on3)nc3ccsc3c2=O)cc1OC	nt	nt	-4	nt	-7	nt	nt	nt	2	5
C=CCn1c(COc2ccccc2F)nnc1SCC(=O)NC(=O)NCc1ccco1	23	3	0	-14	?	16	0.0	2	4	-9
COc1ccc(N2C(N)=C(C#N)C(c3ccsc3)C3=C2CCCC3=O)c(OC)c1 (centres undefined)	0	2	-10	9	nt	-8	0.5	5	3	-14
CCC(C)C(=O)Nc1ncc2c(n1)CC(c1cccs1)CC2=O (centres undefined)	?	21	-2	9	-2	-19	-0.2	3	2	-21
CCCc1cc(=O)oc2cc(C)cc(OCC(=O)NCCCn3ccnc3)c12	-81	-76*	-7	21	-39	-15	0.5	-1	-3	-46
SMILES	HSF1 activator	HSF1 inhib	IEC-6 tox	AI-2 QS modul	HDAC3 inh	aSyn UTR inh	HIF act	Platelet DG rel	HSP90 refold inh	KLF5 inh
Cn1c(COc2ccccc2)nnc1SCC(=O)NNC(=O)C1CCCCC1	24	-1	-3	17	7	-12	0.3	-1	3	-11
CC(C)N1CCN(Cc2ccsc2)CC1CCO (centres undefined)	-15	-11	0	36	-2	-2	1.5	0	2	-6
Cc1cc(C)n2cc(CSc3nc4cc(Cl)ccc4o3)nc2n1	16	4	-3	27	-8	-4	-0.4	-4	-3	-12
C=CCn1c(COc2cccc3ccc(C)nc23)nnc1SCC(=O)OC	-2	4	-3	17	-2	20	0.3	0	-2	-22
COc1ccccc1CN(CC(=O)NCC1CCCO1)C(=O)CNS(=O)(=O)c1ccc(C)cc1 (centres undefined)	-1	1	0	13	2	-6	-0.1	5	-3	-30
O=C(CSCc1nc2ccccc2[nH]1)N1CCN(c2ccc(F)cc2)CC1	31	6	0	10	-3	14	0.0	-6	0	-37
CCNC(=O)N1CCC(n2nccc2NC(=O)CCOc2ccccc2)CC1	-19	-2	3	5	-3	-4	-0.1	6	-1	-17
COc1cc(C2c3c(-c4ccccc4)n[nH]c3C(=O)N2c2ccccc2)ccc1O (centres undefined)	16	6	-5	13	5	28	-1.2	1	-4	-9
COc1ccccc1/C=C1\SC(=S)N(CCC(=O)N2CCN(C)CC2)C1=O	-15	-5	-2	-5	8	-35	1.0	7	2	-31
CC(=O)c1ccc(Sc2nnnn2-c2ccccc2)c([N+](=O)[O-])c1	-31	-32	2	27	-2	-8	-0.3	23	-5	6
COc1ccc(CCN2C(=O)CC(NNC(=O)c3ccccc3Br)C2=O)cc1 (centres undefined)	5	1	3	15	1	-2	0.4	12	-2	8
Cc1ccc(Sc2cnn(-c3ccccc3)c(=O)c2Cl)cc1	12	8	-2	15	7	-14	0.5	3	-1	-30
O=C(c1cccc(F)c1)N1CCN(c2cccc(C(F)(F)F)c2)CC1	-9	-4	-2	23	8	-2	-0.1	-2	0	6
CCOc1ccccc1NC(=S)N1C2CCC1CC(NC(=O)NC13CC4CC(CC(C4)C1)C3)C2 (centres undefined)	6	8	2	18	-3	9	0.0	-8	1	-12
CNc1nc(Oc2ccc(=O)n(C)n2)nc(N2CCOCC2)n1	15	-3	-3	19	2	13	-0.3	3	0	-19
COc1ccc(N2CCN(C(=O)[C@@H](NC(=O)c3cc(OC)cc(OC)c3)C(C)C)CC2)cc1	-25	-16	-5	28	-1	5	-0.2	1	3	7
Cc1ccc(N/N=C2\CCS(=O)(=O)c3sccc32)cc1	7	10	4	16	6	-89	1.0	1	-6	-13
CCCCn1nc2cc(C(=O)NCc3cc(C(F)(F)F)cc(C(F)(F)F)c3)ccc2c1OCC	1	-3	0	19	-2	8	-0.3	-1	0	-41
CC(/C=N/n1c(-c2ccc(C)cc2)n[nH]c1=S)=C\c1ccco1	40	9	-2	6	2	-6	-0.6	0	3	-17
Cn1c(SCC(=O)NCc2cccs2)nnc1-c1ccc(O)cc1	2	0	-8	-1	2	-13	0.5	-4	-1	-12
O=S1(=O)CCC(NC(=S)Nc2ccc(Cl)cc2)C1 (centres undefined)	-8	-2	-8	6	4	-12	0.3	-2	-4	-22
Cc1cc(C)cc(NC(=S)NC2CC3CCCC(C2)N3CC(C)C)c1 (centres undefined)	0	3	3	11	-5	-17	-0.6	-4	4	-10
CC(C)(C)n1nnnc1C(c1ccc(Cl)cc1)N1CCSCC1 (centres undefined)	26	6	6	18	3	0	0.4	?	-3	5
Cc1cccc(NS(=O)(=O)c2csc(C(N)=O)c2)c1C	5	0	-3	17	6	3	1.2	-3	-5	-17
CCCCCC(=O)O/N=C(\C)c1ccn(S(=O)(=O)c2ccccc2)c1	13	-2	0	23	0	9	0.9	-3	1	-21
SMILES	HSF1 activator	HSF1 inhib	IEC-6 tox	AI-2 QS modul	HDAC3 inh	aSyn UTR inh	HIF act	Platelet DG rel	HSP90 refold inh	KLF5 inh
Cc1ccc2nc(-c3ccc(SCC(=O)Nc4ccc5c(c4)OCCO5)nc3)[nH]c2c1	55*	36	3	22	-1	-327	5.3	0	-2	-38
O=C(COc1cccc(-n2cnnn2)c1)NCCC1=CCCCC1	2	3	4	25	2	-5	-1.7	-2	-1	-22
COc1cc(-c2nc(C)c(C(C)=O)n2O)ccc1OCC(=O)Nc1ccc(Cl)cc1	5	2	5	38	1	15	-0.1	-4	4	-25
CCCCn1c(=O)c(CCC(=O)OCC(=O)NC(=O)NCCC(C)C)nc2ccccc21	-11	2	1	24	-10	15	-0.2	-2	-3	-3
Cc1ccc(C(=O)Nc2c3c(nn2C(C)(C)C)CS(=O)(=O)C3)cc1C	-3	-12	-3	3	8	-3	?	-9	-2	-23
COc1cccc(CC(=O)NCC2(N3CCCCC3)CCCCC2)c1	4	-13	-7	10	-2	7	-0.4	1	-3	-15
CCN(C1CCCCC1)S(=O)(=O)c1ccc(S(=O)(=O)NCCc2ccncc2)cc1	5	1	2	33	-1	4	0.1	-4	-4	-12
C/C(=N\NC(=O)c1cc(C)oc1C)c1ccc2c(c1)OCO2	11	7	6	8	7	-30	0.1	5	-2	-60
COc1ccc(Nc2ncnc3sc(-c4ccccc4)cc23)cc1	-78	-71*	8	16	-24	-12	0.0	2	0	-31
COC(=O)C(C)N1C(=O)S/C(=C\c2ccc(-c3ccc(C(=O)O)cc3C)o2)C1=O (centres undefined)	5	3	-14	45	3	-137	3.3	-2	10	-103
O=C(C1CCN(S(=O)(=O)N2CCC3(CC2)OCCO3)CC1)N1CCC(Cc2ccccc2)CC1	nt	nt	-5	11	-5	20	-0.2	-2	-1	-15
Cc1ccc(C(=O)N2c3ccccc3NC(=O)C2C)cc1 (centres undefined)	22	4	-2	12	3	5	-0.8	1	0	-32
CC(=O)NC1(c2ccccc2)CCN(c2nc(C)cc(C)n2)CC1	nt	nt	-4	nt	-3	nt	nt	nt	2	-22
Nn1c(SCc2nc3ccccn3c2Br)nnc1-c1cccnc1	27	15	2	10	2	13	-0.6	12	-2	-1
CN(CCCCCCCCC(=O)/C=N/O)Cc1ccccc1	-7	1	-1	7	16	3	0.0	-8	-1	-17
COCCNC(=O)Cc1c(C)c2c(cc(C)c3c(C)coc32)oc1=O	33	21	0	3	5	-15	0.4	4	0	-52
O=C(CSc1nnc(COc2ccc3c(c2)CCCC3)o1)Nc1ccc(F)cc1	-67	-58*	12	45	1	22	0.2	-3	2	14
COC(=O)c1ccc(S(=O)(=O)NNC(=O)COc2ccc(C)cc2)cc1	4	-3	0	7	2	-4	-0.2	-18	2	6
